Bioassay records as filed in PubChem BioAssay.
Chronic BCR inh: inhibitors of chronic active B-cell receptor signaling | ABC-DLBCL IkBa-CBG/CBR reporter, luminescence ratio, 4 h | Potency, µM (titrated, usually from 46.1 µM), without a hit: at the top dose ratio change, negative = lower green/red ratio, hits mostly inhibitors | 0.05% of 340,000 active; active means well fitted inhibition curve with a large enough effect in the signal ratio, with a control signal flat, not every such curve was filed as active; inconclusive means small, poorly fitted or top-dose-only effect, or effect the other way, or a change in a side signal; the % refers to the signal ratio;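 further: plate controls were basal doxycycline-induced cells for no effect and cells given 10 µM MG132 for full effect; MG132 reads +100%, hits lower the ratio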
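Cell line TMD8 (human ABC DLBCL), stably expressing tet-inducible CBG68-IkBa fusion and CBR; IMDM/0.5% FBS; cpd up to 46 uM; dox induction, 4 h, 37C/5% CO2; dual luminescence; green/red ratio; MG132 control.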
An asterisk follows results filed as active; u = inconclusive. Potency means the concentration at half of the fitted maximal effect. These rows are one share of the data; count on the stated rates, not on these rows.

SMILES | Chronic BCR inh
CCC(=O)C1=C(c2ccc(F)cc2)N(C(=O)CC)n2c(nnc2-c2ccc(OC)cc2)S1 | u
CC(=O)c1cc(-c2ccccc2)n(CCC(=O)Nc2ccc(C)cc2C)c1C | 6%
O=C(CSc1nc2ccsc2c(=O)n1Cc1ccccc1F)NCc1ccccc1 | -2%
Cc1ccc(N2CC(NC(=O)c3ccco3)CC2=O)cc1 (stereo not drawn) | u
O=C(CCS(=O)(=O)c1ccccc1)N(Cc1cccnc1)c1nc2c(F)cccc2s1 | 3%
CCOC(=O)c1ccc(OCC2c3cc(OC)c(OC)cc3CCN2C(=O)c2ccc(S(=O)(=O)N3CCCC3)cc2)cc1 (stereo not drawn) | -2%
O=C(Cc1ccccc1)N(Cc1cccnc1)c1nc2c(F)cccc2s1 | u
Cc1cc(NC(=O)CSc2ncc(C(=O)Nc3ccccc3)c(=O)n2C)no1 | -17%
COc1ccc(C(C)=O)cc1CSc1nc(NCCc2ccccc2)c2ccccc2n1 | u
COc1ccccc1CNc1ncnc2c1c(-c1ccccc1)cn2-c1ccc(Br)cc1 | u
CCOc1ccc(CNC(=O)C2CCN(S(=O)(=O)N3CCC(C)CC3)CC2)cc1OC | 1%
CCCNC(=O)c1ccc2c(c1)N(Cc1cccc(C)c1)C(=O)c1ccccc1S2 | u
Cc1cccc(-n2cc(-c3ccccc3)c3c(N4CCC(C)CC4)ncnc32)c1 | 18%
Clc1cccc(-n2ncc3c(NCCCc4ccccc4)ncnc32)c1 | u
COc1ccc(-c2nc3sc(CCNC(=O)c4cc(OC)c(OC)c(OC)c4)c(C)n3n2)cc1 | u
COc1cc2c(cc1OC)n(CC(=O)c1cc(C)ccc1C)c(=O)n1nc(CCn3nc(C)cc3C)nc21 | -1%
Cc1ccc(C)c(NC(=O)CSc2nc(=O)n(CCN3CCOCC3)c3c2CCC3)c1 | -4%
Cc1ccc(CNc2ncnc3c2nnn3C)cc1 | -16%
Cc1ccccc1Cn1c(CN2CCC(C(=O)NCCN(C)C)CC2)cc2ccccc21 | u
CCC(C)n1c(SCc2c(F)cccc2Cl)nc2ccsc2c1=O (stereo not drawn) | -3%
CCC(Sc1nnc(-c2ccc(OC)c(OC)c2)c(-c2ccc(OC)c(OC)c2)n1)C(=O)NC1CCCC1 (stereo not drawn) | -17%
COc1ccc(CNC(=O)C(C)N2Cc3ccccc3C2=O)cc1 (stereo not drawn) | 3%
N#Cc1ccc(C(=O)N2CCN(c3nc4ccc(F)cc4s3)CC2)cc1 | 3%
COC(=O)c1c(NC(=O)c2ccc(S(=O)(=O)N(C)C3CCCCC3)cc2)sc2c1CCN(C)C2 | -1%
COc1ccccc1CNC(=O)C1CCN(Cc2cc3ccccc3n2Cc2cccc(C)c2)CC1 | 5%
Cn1ncc2c(Nc3cccc(F)c3)ncnc21 | u
CCOCCCNC(=O)C(=O)Nc1c2c(nn1-c1ccccc1)CSC2 | 3%
Cc1cc(C)c2sc(N(Cc3cccnc3)C(=O)CCS(=O)(=O)c3ccccc3)nc2c1 | 0%
CCOc1ccccc1Oc1ncnc2c1oc1ccccc12 | u
COc1ccccc1CNC(=O)CN1C(=O)CSc2ccc(S(=O)(=O)N3CCCCC3)cc21 | 31%
CCOc1cccc2cc(-c3cn4c(n3)sc3ccccc34)c(=O)oc12 | u
Cc1ccccc1CN1CCN(CC(=O)NCc2ccccc2Cl)C1=O | -1%
CCOC(=O)C1CCC(CN(Cc2ccc(OC)cc2)S(=O)(=O)c2ccc(F)c(C(=O)Nc3c(C)cccc3C)c2)CC1 (stereo not drawn) | 6%
Cc1cc(C)cc(NC(=O)C2CCN(S(=O)(=O)c3cccc(-c4noc(C)n4)c3)CC2)c1 | 12%
COc1ccc(Br)cc1CNC(=O)c1cc(=O)[nH]c2ccc(S(=O)(=O)N3CCCCC3C)cc12 (stereo not drawn) | 5%
COC(=O)C1CCN(S(=O)(=O)c2cc3c4c(c2)CC(=O)N4CCC3)CC1 | 0%
O=C(NCc1ccc(F)cc1)c1ccc(CSCc2cccc(Cl)c2)o1 | 8%
CCc1cccc(C)c1NC(=O)c1cc(S(=O)(=O)N(Cc2ccc(C(=O)OC)cc2)Cc2ccc(OC)c(OC)c2)ccc1F | u
O=C(NC1CCCC1)c1cc(Nc2cccc(C(F)(F)F)c2)nc2ccccc12 | u
Cc1cccc(CS(=O)(=O)Cc2ccc(C(=O)NCc3ccc(Cl)cc3)o2)c1 | 0%
COc1ccc(C(=O)NCc2ccc3c(c2)CCN3C(=O)c2ccccc2)cc1 | 7%
Cc1cccc(N2CCN(c3ncnc4c3cnn4-c3ccc(Cl)cc3)CC2C)c1 (stereo not drawn) | 4%
CCc1cccc(NC(=O)c2ccc3c(c2)N(Cc2cccc(Cl)c2)C(=O)c2ccccc2S3=O)c1 (stereo not drawn) | -29%
Fc1ccccc1Oc1ncnc2c1oc1ccccc12 | 13%
O=C(CN1C=NS(=O)(=O)c2ccccc21)Nc1ccc(F)cc1 | u
COc1ccc(CNC(=O)c2cc(-c3ccc(C)cc3)nc3n[nH]c(-c4ccc(Br)cc4)c23)cc1 | -4%
Clc1ccccc1CNc1ncnc2c1c(-c1ccccc1)cn2-c1ccccc1 | u
CCC(C)NC(=O)Cn1ncc2c([nH]c3ccc(C)cc32)c1=O (stereo not drawn) | -8%
Cc1ccc(CNC(=O)c2sc3ncnc(N(C)C4CCCCC4)c3c2C)cc1 | 4%
COC(=O)c1ccc2c(=O)n(CCCCCC(=O)N3CCN(c4cc(C)ccc4C)CC3)c(=O)[nH]c2c1 | u
CCOC(=O)c1cc(-c2ccc(F)cc2)n(CCC(=O)NCCc2ccc(C)cc2)c1C | -14%
Cc1cc(C)c2nc(N(Cc3cccnc3)C(=O)Cc3ccccc3)sc2c1 | 9%
COc1ccc(-c2nnc(SCC(=O)Nc3cccc(Cl)c3C)nc2-c2ccc(OC)cc2)cc1 | 0%
Cc1c(C(=O)Nc2ccc(C(=O)O)cc2)nnn1-c1ccccc1 | u
CCOC(=O)c1ccc(CN(Cc2ccc(C)cc2)S(=O)(=O)c2ccc(F)c(C(=O)Nc3ccc(C)c(F)c3)c2)cc1 | 3%
Fc1ccc(-n2ncc3c(N4CCN(c5ccccc5F)CC4)ncnc32)cc1 | 16%
O=C(Cn1cc(S(=O)(=O)N2CCCC2)c(S(=O)(=O)N2CCCC2)c1)Nc1ccc(F)cc1 | 10%
O=C(C1CC1)N1CCN(c2nc3c(F)cc(F)cc3s2)CC1 | 16%
COc1ccc(C(C)=O)cc1CSc1nc(NCc2ccccc2)c2ccccc2n1 | -7%
Cc1cccc(CNC(=O)C2CCN(S(=O)(=O)c3cccc4nonc34)CC2)c1 | 16%

Next part.
SMILES | Chronic BCR inh
O=C(NC1CC(=O)N(c2cccc(F)c2)C1)C1CC1 (stereo not drawn) | 7%
Cc1ccc(CNC(=O)CSc2cc(C)[nH]c(=O)n2)cc1 | 23%
Cc1ccc(CNC(=O)c2ccc(CSCc3ccccc3Cl)o2)cc1 | -3%
COc1ccc(OC)c(NC(=O)CSc2ccnc(=O)[nH]2)c1 | u
Cc1cccc(-n2cc(-c3ccccc3)c3c(NC4CCCC4)ncnc32)c1 | u
CCOC(=O)c1ccc(NC(=O)COc2cccc3c(=O)n(C)ccc23)cc1 | 18%
COc1cc(C2C(=O)N(C3CCCCC3)CC(=O)N2C2CCCC2)ccc1OC(C)C (stereo not drawn) | -2%
COc1ccc(N(C(=O)/C=C\C(=O)Nc2ccc(C)cc2)C(C(=O)NCc2ccco2)c2ccc(C)cc2)cc1 (stereo not drawn) | -9%
CCOc1cc(C2C(C(=O)OC)=C(C)NC3=C2C(=O)c2ccccc23)c(Br)cc1O (stereo not drawn) | u
CCC(Sc1nc2cc3c(cc2c(=O)n1CCCC(=O)NCc1ccc(OC)cc1)OCO3)C(=O)NCCCOC (stereo not drawn) | -19%
Cc1ccc(Cn2c(CO)cnc2SCC(=O)Nc2cccc(F)c2)cc1 | u
COC(=O)c1ccc(NC(=O)C(=O)NCCc2sc3nc(-c4ccc(OC)cc4)nn3c2C)cc1 | -4%
O=C(CC1N=C2c3ccccc3N=C(SCc3ccc(Cl)cc3)N2C1=O)NCCc1ccccc1 (stereo not drawn) | 13%
O=C(CN1C(=O)COc2ccc(S(=O)(=O)N3CCCC3)cc21)NCCc1ccc(Cl)cc1 | 3%
CCN(CC)C(=O)c1sc2c(c1C)c(=O)n(-c1ccc(C)c(C)c1)c(=O)n2Cc1cc(=O)n2c(C)cccc2n1 | -4%
CCOC(=O)c1cc(-c2ccccc2)n(CCCC(=O)Nc2cccc(Cl)c2C)c1C | -13%
O=S(=O)(NCC(c1ccco1)N1CCOCC1)c1ccc(F)cc1 (stereo not drawn) | 3%
COc1ccc(C(=O)CCC(=O)Nc2cccc(C(C)=O)c2)cc1 | 3%
CCOc1cc2[nH]c(=O)n(CCCCC(=O)N3CCN(c4cccc(Cl)c4)CC3)c(=O)c2cc1OCC | -21%
Cc1cncn1CCc1nc2c3ccccc3nc(SCC(=O)Nc3ccc(F)cc3)n2n1 | -2%
O=C(NC1CCCCC1)c1ccc2c(c1)N(Cc1cccc(Cl)c1)C(=O)c1ccccc1S2=O (stereo not drawn) | u
CCOc1ccc(NC(=O)CSC2=Nc3ccccc3C3=NC(CC(=O)NCc4cccs4)C(=O)N23)cc1 (stereo not drawn) | 21%
O=C(CSc1nc2ccsc2c(=O)n1-c1ccc(Br)cc1)NCc1ccccc1 | -19%
COc1ccc(-c2nc3sc(CCNC(=O)Cc4ccccc4)c(C)n3n2)cc1 | 7%
COc1cc2c(cc1OC)C(COc1ccccc1OC)N(C(=O)c1ccccc1OC)CC2 (stereo not drawn) | -18%
Cc1ccc(-c2ccc(=O)n(CCC(=O)NCCc3ccccc3)n2)cc1 | u
Cc1ccc(NC(=O)CSc2nnc3ccc4ccccc4n23)cc1 | u
COc1ccc(CNS(=O)(=O)c2ccc(F)c(C(=O)Nc3c(C)cc(C)cc3C)c2)cc1 | 0%
Cc1cccc(C(=O)Nc2ccc(N3CC=C(c4ccccc4C)CC3)c(C(=O)O)c2)c1 | -16%
CCCOc1ccc(C2C(=O)N(C3CCCCCC3)CC(=O)N2CCC)cc1OC (stereo not drawn) | u

2 of the compounds above, comma-delimited.
SMILES,Chronic BCR inh
COc1cc2c(cc1OC)n(CC(=O)c1cc(C)ccc1C)c(=O)n1nc(CCn3nc(C)cc3C)nc21,-1%
Cc1cccc(C(=O)Nc2ccc(N3CC=C(c4ccccc4C)CC3)c(C(=O)O)c2)c1,-16%

Laid out differently: entries from further up.
mol	Chronic BCR inh
O=C(Cn1cc(S(=O)(=O)N2CCCC2)c(S(=O)(=O)N2CCCC2)c1)Nc1ccc(F)cc1	10%
O=C(C1CC1)N1CCN(c2nc3c(F)cc(F)cc3s2)CC1	16%
COc1ccc(C(C)=O)cc1CSc1nc(NCc2ccccc2)c2ccccc2n1	-7%
Cc1cccc(CNC(=O)C2CCN(S(=O)(=O)c3cccc4nonc34)CC2)c1	16%
O=C(NC1CC(=O)N(c2cccc(F)c2)C1)C1CC1 (stereo not drawn)	7%
Cc1ccc(CNC(=O)CSc2cc(C)[nH]c(=O)n2)cc1	23%
Cc1ccc(CNC(=O)c2ccc(CSCc3ccccc3Cl)o2)cc1	-3%
COc1ccc(OC)c(NC(=O)CSc2ccnc(=O)[nH]2)c1	u
Cc1cccc(-n2cc(-c3ccccc3)c3c(NC4CCCC4)ncnc32)c1	u
CCOC(=O)c1ccc(NC(=O)COc2cccc3c(=O)n(C)ccc23)cc1	18%
COc1cc(C2C(=O)N(C3CCCCC3)CC(=O)N2C2CCCC2)ccc1OC(C)C (stereo not drawn)	-2%
COc1ccc(N(C(=O)/C=C\C(=O)Nc2ccc(C)cc2)C(C(=O)NCc2ccco2)c2ccc(C)cc2)cc1 (stereo not drawn)	-9%
CCOc1cc(C2C(C(=O)OC)=C(C)NC3=C2C(=O)c2ccccc23)c(Br)cc1O (stereo not drawn)	u

(cont.)
SMILES | Chronic BCR inh
COc1ccc(-n2nc(C(=O)Nc3ccccc3OC)c3c4ccccc4n(C)c3c2=O)cc1Cl | -2%
COc1cc(CN2CCN(S(=O)(=O)c3ccc(NC(C)=O)cc3)CC2)cc(OC)c1OC | u
CCOC(=O)c1c(C)[nH]c(C)c1S(=O)(=O)N1CCN(c2ccc(Cl)cc2)CC1 | -16%
Cc1ccc2c(=O)c(C(=O)c3cccc(Cl)c3)cn(CC(=O)NCc3ccccc3)c2n1 | 16%
O=C(CSc1nc(=O)n(Cc2ccco2)c2c1CCC2)NCc1ccccc1 | -28%
Clc1cccc(-n2ncc3c(NCCC4=CCCCC4)ncnc32)c1 | 7%
O=C(CCc1ccccc1)NCc1ccc2c(c1)CCN2C(=O)c1ccccc1 | -8%
Cc1cccc(-n2cc(-c3ccccc3)nc2SCC(=O)Nc2ccccc2Cl)c1 | 18%
COc1cc(OC)cc(C(=O)Nc2ccc3c(c2)N(C2CCCC2)C(=O)c2ccccc2S3)c1 | u
Cc1cccc(Cc2c(C)nc3nc(SCc4ccccc4C)nn3c2C)c1 | 23%
O=C(Nc1ccc(Cl)cc1C(F)(F)F)c1cc(S(=O)(=O)NCc2ccccc2)ccc1F | 2%
O=C(COc1ccc(F)cc1)NCc1ccc2c(c1)CCN2C(=O)c1ccc(F)cc1 | -8%
Cc1cccc2sc(N(Cc3cccnc3)C(=O)CCS(=O)(=O)c3ccccc3)nc12 | u
O=C(NCCc1ccccc1)C1CCN(Cc2cc3ccccc3n2Cc2ccccc2)CC1 | u
CCOc1ccc(-c2cc(C(=O)NCc3ccc(OC)cc3)c3c(-c4ccc(F)cc4)[nH]nc3n2)cc1 | 15%
Cc1cccc(N2C(=O)N(Cc3cc(=O)n4ccccc4n3)c3ccccc3S2(=O)=O)c1 | u
COc1ccc(N2CCN(C(=O)CSCc3ccc(C)cc3)CC2)cc1 | -12%
O=C(CSc1nc(=O)[nH]c2c1CCC2)NCc1ccccc1Cl | 5%
Cc1ccc(CCNC(=O)c2ccc(CNS(=O)(=O)c3ccc(F)cc3)cc2)cc1 | 12%
